Assay outcomes deposited in PubChem by National Center for Advancing Translational Sciences (NCATS).
FBPA Giardia inh = qHTS Assay for Inhibitors of Fructose-1,6-bisphosphate Aldolase from Giardia Lamblia; Potency, µM (series often up to 59.6 µM), without a hit: top-dose activity, negative = inhibition, hits mostly inhibitors; 290,000 compounds, 0.71% hits; purified Giardia FBPA; AID 2451, 2010; A8B2U2; note: potency is the fitted concentration of half-maximal effect; % is set by controls: 0 for no effect and ±100 for the full control effect; nearly all actives have a fitted effect of over 55% in size
Target sequence (A8B2U2 whole entry, looked up): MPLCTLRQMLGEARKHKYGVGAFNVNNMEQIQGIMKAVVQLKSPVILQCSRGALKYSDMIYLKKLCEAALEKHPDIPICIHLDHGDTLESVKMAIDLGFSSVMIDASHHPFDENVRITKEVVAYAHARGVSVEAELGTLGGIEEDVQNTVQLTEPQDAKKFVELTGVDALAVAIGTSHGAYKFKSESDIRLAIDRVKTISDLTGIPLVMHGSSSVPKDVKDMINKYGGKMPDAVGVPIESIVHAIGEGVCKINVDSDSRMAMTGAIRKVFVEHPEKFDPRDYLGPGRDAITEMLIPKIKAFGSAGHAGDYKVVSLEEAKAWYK
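40 nM FBPA preincubated 10 min at RT with compound (up to 57.5 uM final), then substrate plus GAPDH/TPI/NAD/arsenate coupling and diaphorase/resazurin added. Fluorescence read after 20 min at RT, 525/598 nm.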
Pf growth 96h = Primary qHTS for delayed death inhibitors of the malarial parasite plastid, 96 hour incubation; P. falciparum luciferase reporter growth, 96 h; Potency, µM (titrated, usually from 28.7 µM), for the others: at the highest dose activity change, negative = inhibition, usual class: inhibitors; 320,000 compounds, 6.9% hits; note: potency is the fitted concentration of half-maximal effect; % is set by controls: 0 for no effect and ±100 for the full control effect
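Readout is luminescence from an integrated firefly luciferase in P. falciparum. Red cells, 2% hematocrit and 0.05% parasitemia final, were cultured with compound through two parasite generations (96 hours) at 37 C, 5% CO2.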
Shiga inhibitor = A qHTS for Small Molecule Inhibitors of Shiga Toxin; Vero cells, Shiga toxin protein synthesis inhibition reporter; inhibition, % at 38.7 µM; 290,000 compounds, 9.2% hits; in the data active = inhibition mostly above about 28%, no sharp cut-off; inactive = mostly below about 43%; note: 0% is about no effect
HCV inhibitor = qHTS Assay for Inhibitors of Hepatitis C Virus (HCV); Huh7.5.1 HCVcc-Cre infection, luciferase reporter, 44 h; 340,000 compounds, 3.4% hits; AID 651820, 2012; Potency, µM (highest dose often 41.8 µM), inactives show at the highest dose activity change, negative = inhibition, usual class: inhibitors; note: potency is the fitted concentration of half-maximal effect; % is set by controls: 0 for no effect and ±100 for the full control effect
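Cells seeded at 1,000/well and cultured 4 h, then compounds added followed by HCVcc-Cre virus (~0.5 moi). After 44 h further culture, luciferase substrate was added, plates held 15 min at room temperature, and luminescence read for 15 sec.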
CHX counter = Cycloheximide Counterscreen for Small Molecule Inhibitors of Shiga Toxin. cell reporter, cycloheximide protein synthesis inhibition counterscreen. max response, %. 300,000 compounds, 12% hits. AID 2314, 2010; in the data active = max response mostly above about 13%, no sharp cut-off; inactive = mostly below about 14%; note: read at 38.3 µM for the half of the compounds with a filed dose; 0% is about no effect
Pf growth 48h = Primary qHTS for delayed death inhibitors of the malarial parasite plastid, 48 hour incubation; P. falciparum luciferase growth in erythrocytes, 48 h; 310,000 compounds, 5.9% hits; Potency, µM (series often up to 28.7 µM), for inactives: top-dose activity change, negative = inhibition, hits mostly inhibitors; note: potency is the fitted concentration of half-maximal effect; % is set by controls: 0 for no effect and ±100 for the full control effect
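Cell-based growth assay: transgenic P. falciparum expressing firefly luciferase, cultured in red cells within RPMI 1640 containing 0.5% w/v Albumax, 24 mM bicarbonate and gentamycin. A drop in luciferase activity indicates inhibition.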
* = called active by the depositor; i = inactive; ? = inconclusive; . = not tested or not shown; & = joins results of further samples; [ ] = dose if it differs, or a comment. Unless noted, calls come from the whole dose curve; as a rule, active = well fitted curve in the direction sought with a large enough effect; inconclusive = small, poorly fitted or top-dose-only effect, or another doubt; inactive = no such curve, though single readings can be large; an effect the other way counts as inactive or inconclusive.

SMILES	FBPA Giardia inh	Pf growth 96h	Shiga inhibitor	HCV inhibitor	CHX counter	Pf growth 48h
CC(C)CCNC(=O)c1cc(S(=O)(=O)N2CCCCC2)ccc1N1CCOCC1	-7%	?	-11	22%	-3	?
CCc1ccc(C(=O)NNc2ccccc2F)cc1	2%	69%[activator]	71*	-2%	36*	86%[activator]
Cc1cccc(C(=O)NCCc2nnc(SCC(=O)Nc3nc(C)cs3)n2C)c1	1%	?	-12	7%	-2	.
COc1ccc(C(=O)CSc2nc(-c3ccccn3)nc(C)c2Cl)cc1	11%	?	-7	4.5µM*	-2	?
CCCCN(CCCC)S(=O)(=O)c1c(C)[nH]c(=O)[nH]c1=O	3%	?	-10	-5%	8	12%
CC(C)C(NC(=O)C12CC3CC(CC(C3)C1)C2)C(=O)N/N=C/C1=C(N2CCOCC2)C(=C\c2cccc([N+](=O)[O-])c2)/CC1 (configuration not stated)	3%	?	9	-1%	-2	-11%
Cc1cc(NS(=O)(=O)c2ccc(NC(=O)Cc3ccccc3)cc2)nc(C)n1	-10%	?	-5	2%	-6	1%
CC1=Nc2ccc(Br)cc2C(c2ccccc2)N1CC(=O)O (configuration not stated)	-1%	6%	-4	-13%	-2	7%
CCN(CC)P(c1n(C)cc[n+]1C)N(CC)CC	2%	0%	-20	19%	-2	0%
Cc1ccnc(NC(=O)CCC(=O)N(CC(=O)NC2CCCCC2)C2CCCC2)c1	2%	-16%	-17	7%	-2	-10%
O=C(COC(=O)c1ccccc1)NC1CCCC1	-3%	88%[activator]	109*	11%	84*	97%[activator]
Cc1nnc(SC(C)C(=O)NCC2CCCO2)s1 (configuration not stated)	.	2%	.	18%	.	22%

Record cards, as listed above. Order of screens: FBPA Giardia inh	Pf growth 96h	Shiga inhibitor	HCV inhibitor	CHX counter	Pf growth 48h
Profile of `O=C(COC(=O)c1ccccc1)NC1CCCC1` → -3%	88%[activator]	109*	11%	84*	97%[activator]
Profile of `Cc1ccnc(NC(=O)CCC(=O)N(CC(=O)NC2CCCCC2)C2CCCC2)c1` → 2%	-16%	-17	7%	-2	-10%
Profile of `Cc1nnc(SC(C)C(=O)NCC2CCCO2)s1` (configuration not stated) → .	2%	.	18%	.	22%
Profile of `CC(C)C(NC(=O)C12CC3CC(CC(C3)C1)C2)C(=O)N/N=C/C1=C(N2CCOCC2)C(=C\c2cccc([N+](=O)[O-])c2)/CC1` (configuration not stated) → 3%	?	9	-1%	-2	-11%

Additional entries:
SMILES	FBPA Giardia inh	Pf growth 96h	Shiga inhibitor	HCV inhibitor	CHX counter	Pf growth 48h
Cc1cccc(C(C)C)c1NC(=O)COC(=O)c1cc2ccccc2oc1=O	.	1%	.	22%	.	-13%
CC(=O)c1cccc(CN2CCN(C(C)C)C(CCO)C2)c1 (configuration not stated)	-2%	?	-3	8%	-3	11%
O=S(=O)(c1ccccc1)N1CCC(O)(CSc2ccc(Cl)cc2)CC1	3%	-2%	11	3.5µM*	-2	7%
COCCn1c(Cc2ccccc2)nnc1SCC(=O)NC1CCCCC1	7%	-5%	6	21%	-3	9%
COc1ccccc1C(=O)NCCC(=O)NCCCSc1ccccc1	.	-2%	.	?	.	?
COc1ccc(NC(C)=O)cc1NC(=O)c1ccc(Cl)cc1	5%	1%	18	-2%	7	19%
CCOC(=O)c1ccc(NC(=O)c2c(C)[nH]c(C(=O)OCC)c2C)cc1	-2%	58%[activator]	-7	-15%	-2	?
CC(=O)Nc1ccc(S(=O)(=O)N(C)CC(=O)NCCC2=CCCCC2)cc1	.	?	-24	-3%	9	?
CCS(=O)(=O)NCC(c1cccnc1)N1CCN(c2ccccc2F)CC1 (configuration not stated)	0%	?	43	-1%	-2	?
Cc1ccc(-c2nn(-c3ccccc3)cc2/C=N/n2c(-c3ccncc3)n[nH]c2=S)cc1	4%	?	-4	10%	1	?
O=C(COc1ccc(Cl)cc1Br)N1CCN(S(=O)(=O)c2ccccc2)CC1	.	?	-16	?	2	2%
CC(C)C[C@H](NC(=O)CNC(=O)[C@H](CCC(N)=O)NC(=O)[C@H](CC(C)C)NC(=O)[C@H](CC(C)C)NC(=O)[C@H](CCCNC(=N)N)NC(=O)[C@H](CCC(N)=O)NC(=O)[C@H](CC(C)C)NC(=O)[C@H](CCCNC(=N)N)NC(=O)[C@H](C)NC(=O)CNC(=O)[C@H](CCC(=O)O)NC(=O)[C@H](CCCNC(=N)N)NC(=O)[C@H](CC(C)C)NC(=O)[C@H](CCCNC(=N)N)NC(=O)[C@H](CO)NC(=O)[C@H](CC(C)C)NC(=O)[C@H](CCC(=O)O)NC(=O)[C@H](CO)NC(=O)[C@@H](NC(=O)[C@H](Cc1ccccc1)NC(=O)[C@@H](NC(=O)CNC(=O)[C@H](CC(=O)O)NC(=O)[C@H](CO)NC(=O)[C@@H](N)Cc1cnc[nH]1)[C@@H](C)O)[C@@H](C)O)C(=O)N[C@H](C(N)=O)C(C)C	8%	.	-14	.	-6	.
Cc1ccc(CNC(=O)c2ccc3c(=O)n(CC4CCCO4)c(=S)[nH]c3c2)cc1 (configuration not stated)	6%	9%	-13	?	2	20%
Cc1ccccc1OCCCC(=O)Nc1ccc(S(=O)(=O)Nc2onc(C)c2C)cc1	.	22%	-5	2%	3	-2%
COc1ccccc1NS(=O)(=O)c1cccc(NC(=O)c2cc3ccccc3oc2=O)c1	11%	0%	87*	6%	60*	40%[activator]
CSc1sc(C(=O)NNC(C)=O)c2c1C1(CCC2)SCCS1	-18%	-10%	-6	-26%	-2	-5%
O=c1[nH]c(CN(CCO)CCO)nc2c1C1(CCCCC1)Cc1ccccc1-2	-3%	42%[activator]	-11	3%	-6	-12%
S=C1N(c2ccccc2)CN(C2CCCCC2)CN1c1ccccc1	0%	-11%	-5	-9%	3	12%
Cc1nn(Cc2ccccc2Cl)c(C)c1C(=O)OCC(=O)NC1CCS(=O)(=O)C1 (configuration not stated)	28%	-22%	1	6%	-2	-17%
Cc1cc(C(=O)COc2nncc3ccccc23)c(C)n1C	-11%	?	45	-5%	2	17%
COc1cc(SC)ccc1C(=O)OCC(=O)NC(=O)NC(C)C	6%	60%[activator]	-7	3%	17*	9%
CCONc1ncnc2nonc12	2%	0%	1	20%	-4	-5%
Cc1ccc(S(=O)(=O)N2CCC(C(=O)Nc3ccccc3N3CCCCC3)CC2)cc1	3%	13%	-27	?	5	7.4µM*
O=c1c2ccccc2ccc2ccccc12	.	22%	.	-4%	.	16%
O=C1CC(c2ccc(F)cc2)Sc2nc(C34CC5CC(CC(C5)C3)C4)nn21 (configuration not stated)	1%	-24%	-15	5%	-5	12%
COc1ccc(Cl)cc1NC(=O)NCC1CCN(Cc2cc(C)ccc2C)CC1	3%	?	-3	?	-3	1%[0.00184 µM]
COc1ccc(CN2CCNC(=O)C2CC(=O)N(C)CCc2cnn(C)c2)c(F)c1 (configuration not stated)	?	15%	21	8%	1	31%[activator]
CCc1c(C(=O)NNC(=S)NCC2CCCO2)csc1C (configuration not stated)	-4%	11%	6	12%	0	14%
COc1ccccc1NC(=O)Nc1cc(C(C)(C)C)nn1C	2%	?	-9	-15%	-3	?
CCOC(=O)CSc1nc(C)c2cc(C)c(C)cc2n1	0%	?	14	6%	25	4%
CCOC(=O)N1CCC(Nc2c(NCCN3CCN(c4ccccc4F)CC3)c(=O)c2=O)CC1	2%	?	-12	0%&-5%	-4	.
Cc1cccc(NC(=O)C2CC(O)CN2C(=O)OCc2ccccc2)c1 (configuration not stated)	10%	?	-17	1%	-2	2%
Cc1ccc(S(=O)(=O)CC(=O)NC(C)(C)C)cc1	3%	3%	18	0%	-4	7%
CC(=O)Nc1ccc(NC(=O)CSc2nnc3ccc(-c4ccccn4)nn23)cc1	.	18%	.	16%	.	-11%
N#CCC(=O)Nc1ncc(Cc2ccccc2Cl)s1	1%	51%[1.15 µM]	-13	-23%	16	?
O=C1CC(c2cccc(F)c2)SC(N(c2ccccc2)c2ccccc2)=N1 (configuration not stated)	18%	?	-15	8%	2	-9%
O=C(Nc1cccc(N2C(=O)C=CC2=O)c1)c1cccs1	.	5%	.	?	.	0%
CCCCn1c(NC(=O)CC)c(C#N)c2nc3ccccc3nc21	-10%	46%[activator]	8	6%	0	30%[activator]
Cc1ccc(CNC(=O)COC(=O)c2ccc(S(=O)(=O)NCc3ccco3)cc2)cc1	.	-26%	.	10%	.	-16%
CCCCN(CC)Cc1ccc(CNC(=S)Nc2ccccc2F)o1	-1%	112%[activator]	-12	-11%	-4	-17%
CC(C)C1CC(CCNCc2ccc3c(c2)OCO3)(c2ccccc2)CCO1 (configuration not stated)	-7%	?	-7	-16%	-2	?
CCC1=NN(C(=O)c2ccc(C)cc2)C(O)(c2ccc(Br)cc2)C1 (configuration not stated)	10%	13µM*	44*	11%	39*	11%
COCCSc1ccccc1C(=O)Nc1nccs1	4%	.	22	3%	-1	-2%
CN1CCc2c(c3ccccc3n2C)C1	-2%	?	-23	-16%	1	46%[activator]
CC(=O)N(Cc1c(C#N)c2ccccc2n1C)c1ccccc1	10%	?	23	1%	-5	-11%
O=C(COC(=O)Cc1ccc(Br)cc1)NCC1CCCCC1	3%	34%[activator]	-3	18%	-5	16%
Cc1c(Br)cnn1C(C)C(=O)N1CCN(c2ccccc2F)CC1 (configuration not stated)	.	-18%	.	18%	.	?
COc1cc2c(c(O)c1OC)-c1c(cc(OC)c(OC)c1O)[C@@H](OC(=O)c1ccccc1)[C@@](C)(O)[C@@H](C)[C@@H]2OC(C)=O	1%	39%[activator]	-6	.	-3	34%[activator]
COc1ccc(C2C3CCCCC3(O)CCN2C(=O)c2cccs2)cc1 (configuration not stated)	1%	-12%	-15	5%	1	9%
CC(=O)c1ccc(S(=O)(=O)Nc2cc3c(cc2C(C)=O)OCO3)cc1	0%	108%[activator]	-5	5%	2	-17%
CC(C)n1ncc2c(C(=O)NCCc3ccc(S(N)(=O)=O)cc3)cc(C3CC3)nc21	.	?	.	-4%	.	-7%
Cc1cc(C)n2nc(S(=O)(=O)NC(C)(C)C)nc2n1	5%	-21%	-3	7%	-6	20%
CC(=O)Nc1ccc(NC(=O)CCn2nnc3ccccc32)cc1	-1%	-3%	16	2%	10	9.3µM*
O=C(N/N=C/c1cc2ccccc2nc1Cl)/C(=C/c1cccs1)NC(=O)c1ccccc1	0%	6%	1	?	-4	.
COc1ccccc1C1CCCN1Cc1nc(-c2ccc(C)s2)oc1C (configuration not stated)	-3%	5%	-11	?	-1	4.7µM*
COCCCNC(=O)c1ccc(N(C)S(C)(=O)=O)cc1	2%	31%[activator]	13	-2%	6	14%
CN(CCCN1CCOCC1)Cc1nc(-c2ccccc2)no1	4%	19%	36	0%	-3	22%
Cc1cccc([C@H]2[C@@H]3C=CCC[C@@H]3C(=O)N2Cc2ccccc2)c1	17%[89.2 µM]	.	i	9%	14	.
CC1CCN(C(=O)CSc2nnc(-c3cccnc3)o2)CC1	.	?	-7	22%	-6	16%
Cc1ccc(-n2nc3c(c2NC(=O)CC(C)C)CS(=O)C3)cc1 (configuration not stated)	1%	-15%	-1	4%	-5	1%

Additional structures follow.
SMILES	FBPA Giardia inh	Pf growth 96h	Shiga inhibitor	HCV inhibitor	CHX counter	Pf growth 48h
CCOC(CCn1c(SCc2cccc([N+](=O)[O-])c2)nc2ccccc2c1=O)OCC	1%	-2%	-5	?	-2	?
CCS(=O)(=O)c1nc(S(=O)(=O)c2ccc(Cl)cc2)c(NCCCN2CCCC2=O)s1	.	?	-4	1%	1	-13%
Nc1nonc1-n1nnc(C(=O)N/N=C/c2cccc(Cl)c2)c1CSc1ccccc1	-12%	16%	-2	3%	-2	-2%
Cc1c(OCc2nn[nH]n2)ccc2c3c(c(=O)oc12)CCC(C)C3 (configuration not stated)	10%	3%[5.75 µM]	-7	-3%	2	-7%
